# SKN-1 inh = blocks SKN-1 activity in C. elegans. C. elegans VP596 Pgst-4::GFP/RFP ratio, acrylamide-induced, 24 h. inhibition, % at 21.8 µM. 360,000 tested, 0.49% active. AID 624304;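 active = interference check ratio from 0.5 to 1.5 plus GFP to RFP signal ratio inhibition reaching or exceeding a fixed threshold, cut at about 30% in these data, passing the limit was not always enough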; also: some compounds called inactive have numbers as strong as hits
# MT1-MMP act inh = MT1-MMP (human) activation inhibition. P50281. HT1080 RFP-PRO-GFP cells, GFP/RFP ratio fluorescence, overnight; percent of plate control window, DMSO zero. GFP/RFP ratio change, % at 20 µM. 360,000 tested, 0.061% active. AID 651647;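 active = GFP/RFP ratio change of at least 30% with cell ATP level not reduced by more than half and red fluorescence within 50% of control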; also: strong numbers were not always called active
#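 Assay system: RFP-PRO-GFP reporter HT1080 cells; read-out basis: GFP/RFP fluorescence ratio; benchmarks: DMSO wells and RFP-L50D-GFP cells; doses: 20 µM single dose, 1% DMSO; schedule: overnight cell settling, then overnight compound exposure, 37 °C, 5% CO2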
# MsrA inhibitor = bovine MsrA inhibition; inhibition, % at 15.5 µM; 360,000 tested, 0.75% active; purified bovine MsrA, absorbance read-out; in the data active = inhibition above about 4.5%;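 also: 0% = vehicle wells with enzyme and 100% = reference inhibitor wells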
# NRP1-CendR mod = modulators of CendR peptide binding to human neuropilin-1 | FAM-RPARPAR peptide binding to NRP-1, fluorescence polarization | inhibition, % at 25 µM | 360,000 tested, 0.85% active | AID 602438;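 active = inhibition or corrected inhibition above about 18%, plus a signal ratio from 0.5 to 1.5, limit read from the data, passing the limit was not always enough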; also: strong numbers were not always called active
# E coli Lon inh = inhibitors of E. coli Lon protease; P0A9M0; purified E. coli Lon protease, fluorescence polarization; inhibition, % at 7.94 µM; 360,000 tested, 0.42% active; in the data active = inhibition above about 13%, passing the limit was not always enough;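 also: 0% = enzyme with probe and DMSO and 100% = no enzyme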
# FAS-TE inh = FAS thioesterase (human) inhibition | inhibition, % at 15 µM | AID 602261 | P49327 | recombinant FAS-TE, OMFH fluorogenic substrate, fluorescence endpoint | 360,000 tested, 0.67% active;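 active = compounds whose normalised, plate-corrected inhibition of enzyme fluorescence in the single-dose primary screen is 50% or more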;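 also: 0% = DMSO with enzyme and 100% = substrate without enzyme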
# MsrA act = bovine methionine sulfoxide reductase A activation; purified bovine MsrA, absorbance read-out; activation, % at 10.6 µM; 360,000 tested, 0.3% active; AID 602163; in the data active = activation above about 7.5%;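 also: 0% = vehicle and 100% = reference activator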
# Neddyl block = inhibitors of human cullin neddylation; P61081+Q13564; TR-FRET cullin neddylation, biochemical; 360,000 tested, 0.58% active; AID 651699; calls only at 25 µM; in the data active = inhibition above about 36%
# Rin1 Abl inh = human Rin1-Abl interaction inhibition | 360,000 tested, 0.4% active | TR-FRET Rin1/Abl binding, biochemical | P00519+Q13671 | inhibition, % at 7.35 µM | AID 588664; in the data active = inhibition above about 5%, passing the limit was not always enough
# An asterisk follows results filed as active; i = inactive; x = no result given. Rows were taken by chance. Share with any hit: about 4.2%.
SMILES,SKN-1 inh,MT1-MMP act inh,MsrA inhibitor,NRP1-CendR mod,E coli Lon inh,FAS-TE inh,MsrA act,Neddyl block,Rin1 Abl inh
CC(=O)c1ccc(N(C(=O)Cc2c[nH]c3ccccc23)C(C(=O)NC2CCCCC2)c2cccs2)cc1 (centres undefined),8,-12,2.3,-25,-13,16,-2,i,-1
COc1cccc(-n2c(=O)c3c(C)c(C(=O)N(C)C)sc3n(CC(=O)NCC3CCCO3)c2=O)c1 (centres undefined),10,-2,1.1,-12,-7,-2,-3,i,-1
O=C(/C=C/c1ccc(Cl)cc1Cl)n1cccn1,2,0,0.2,0,-5,-4,-4,i,3
CC(C)OC(=O)c1ccc(NC(=O)c2cncc(Br)c2)cc1,-2,-10,0.1,-6,-5,17,-2,i,1
CCOC(=O)c1ccc(-c2csc(NC(=O)CN3CCC(C)CC3)n2)cc1,13,-6,0.7,11,12,10,-3,i,4
Nc1[nH]nc2ncc3cc4ccccc4nc3c12,-2,-42,0.6,-6,-2,-4,-1,i,-10
Cc1nc(N2CCN(c3ccccn3)CC2)c2c(C)c(C(=O)N3CCN(c4cccc(Cl)c4)CC3)sc2n1,-6,-6,0.5,14,0,29,2,i,3
Cc1ccc(SC[C@H](C)CN2CCC(NC(=O)OCc3ccccc3)CCC2=O)cc1 (some centres undefined),-1,5,1.0,-9,0,16,-8,i,x
CC(=O)c1c(C)nc(-c2ccc3c(c2)OCO3)n1O,-5,1,2.1,12,2,-4,-1,i,-1
Cc1ccc(C)c(N2CCN(S(=O)(=O)c3ccc(-c4ccc(=O)[nH]n4)o3)CC2)c1,-7,4,-0.8,11,4,-9,0,i,3
CC(C)(C)NC(=O)C(c1ccc(-c2ccccc2)cc1)N(C[C@H]1CC[C@@H]([C@@H]2CC[C@H](CO)O2)O1)C(=O)c1ccc(C(C)(C)C)cc1 (some centres undefined),10,-20,-1.3,-7,-2,13,3,i,0
Cc1ccc(N(CC(O)CN2C(=O)NC(C)(C)C2=O)S(=O)(=O)c2ccc(C)cc2)cc1 (centres undefined),-11,-3,1.5,3,-5,-3,-3,i,-1
CC(OC(=O)c1cccc(S(=O)(=O)N2CCCCCC2)c1)C(=O)Nc1ccc(S(N)(=O)=O)cc1 (centres undefined),14,4,-0.9,-5,-3,0,-3,i,0
O=[N+]([O-])c1ccc(-c2nnc(-c3ccccc3)c(NCCCO)n2)cc1,1,3,2.7,0,3,2,-4,i,-1
Cc1c(Cc2ccccc2)c(=O)oc2c(CN(C)C)c(O)c(Cl)cc12,29,4,2.6,-8,-2,-4,-4,i,-2
COc1ccc(CN(C)CC(=O)Nc2cccc3ccccc23)cc1F,20,9,-0.6,10,5,14,-1,i,-1
O=C(CCc1nc(-c2ccccc2Cl)no1)NC1CCCC1,16,0,-0.2,6,-5,-2,-3,i,0
Cc1cccc2c(=O)cc(C)n(CC(=O)N3CCCCC3)c12,2,1,0.0,15,-8,0,0,i,1
CC1CCC/C(=N\NC(=O)c2ccncc2)C1 (centres undefined),7,2,-0.9,30*,-8,-6,-4,i,-2
COc1ccc2oc(C(=O)N3CCN(c4ncccn4)CC3)c(C)c2c1,3,-4,-0.6,0,-5,-1,-1,i,-2
COc1ccccc1-c1ccc(/C=N/O)o1,-3,-4,1.6,5,0,-1,0,i,-2
C=CC[C@@H](CC(=O)NCCO)C(=O)NC[C@H](OC(=O)[C@@H](CC=C)CC(=O)OC(C)(C)C)c1ccccc1,7,10,-0.3,13,-6,-5,2,i,1
CCCCNC(=O)C1(C)CCCCN1C(=O)c1ccc(C#N)cc1 (centres undefined),-14,0,-1.1,-10,-2,-10,-1,i,0
Cc1ccccc1C1c2[nH]c3ccccc3c2C[C@H]2C(=O)N(C3CC3)CC(=O)N12 (some centres undefined),6,-8,-1.3,-10,2,2,-3,i,-3
O=C(O)CC(c1ccccc1)c1ccc2c(c1)OCO2 (centres undefined),24,1,1.3,-4,-64,-8,-1,i,1
# New compounds follow
SMILES,SKN-1 inh,MT1-MMP act inh,MsrA inhibitor,NRP1-CendR mod,E coli Lon inh,FAS-TE inh,MsrA act,Neddyl block,Rin1 Abl inh
COc1ccccc1CCNC(=O)CSc1ccc(-c2ccco2)nn1,-8,0,-0.1,-6,-3,-6,-4,i,-2
COc1ccccc1/C=N\Nc1cn[nH]c(=O)c1Cl,2,1,5.8*,4,-4,-8,-4,i,-3
NC(CCc1ccccc1)c1csc(NC(=O)NCCc2ccccc2)n1 (centres undefined),3,2,-0.9,-7,3,-3,-6,i,-3
O=c1c(Oc2ccccc2)coc2cc(O)cc(O)c12,-8,4,1.4,-2,-3,-2,-3,i,-2
Cc1c(OCC(=O)N[C@@H](Cc2ccccc2)C(=O)O)ccc2c3c(c(=O)oc12)CCC3,8,1,1.1,-3,2,2,-1,i,-2
CC1(c2ccccc2Cl)NC(=O)N(CC(=O)NC(=O)NCc2ccco2)C1=O (centres undefined),-2,-2,0.6,6,3,-2,0,i,-2
COC(=O)CCC(=O)N1CCCC(CO)(Cc2ccccc2)C1 (centres undefined),7,0,0.1,-4,4,-5,-1,i,-5
O=C(NCCCC1CCCC1)C1CCC(=O)N(Cc2ccccc2F)C1 (centres undefined),5,3,0.1,8,5,6,-1,i,-1
CCCCCn1c(=O)[nH]c2cc(C(=O)NCc3ccccn3)ccc2c1=O,-9,-2,2.0,-5,1,-5,-3,i,-3
COc1cccc(CNc2nc3nc(C)c(Cl)c(=O)n3[nH]2)c1,-6,1,0.3,9,-4,-8,2,i,-3
CCC(=O)N1CCN(c2ccc(Cl)cc2NC(=O)c2ccc(Br)o2)CC1,26,-4,-0.5,-5,-11,2,-2,i,-6
CC(C)c1nc(SCC(=O)Nc2ccc(N3CCOCC3)cc2)c2ccccc2n1,0,0,1.1,6,-3,2,-1,i,0
Nc1nc(-c2ccccc2)nn1S(=O)(=O)c1ccccc1,-9,3,-0.9,3,10,-5,-15,i,4
CN(Cc1cn(-c2ccccc2)nc1-c1ccc(Cl)cc1)C(=O)CCC(=O)O,4,2,-0.1,22,8,-7,-6,i,0
CC(C)(C)C(=O)Nc1sc2c(c1C#N)CCC2,4,0,5.9*,-7,-7,-5,-4,i,2
O=C(Nc1ccccc1)Nc1cccc2cccnc12,17,-5,1.1,7,1,12,4,i,-3
CCNC(=S)NNC(=O)C(c1ccccc1)c1ccccc1,0,-8,-0.3,0,-16,-1,-12,i,0
Cc1nnc(NC(=O)CSc2ncnc3c2cnn3-c2ccccc2C)s1,11,-3,0.8,3,2,-5,-1,i,0
Cc1nn2c(C)c(C(=O)Nc3ccccc3)cnc2c1-c1ccccc1,15,1,-0.5,-4,-1,19,-3,i,2
COC(=O)c1ccc(C)c(NC(=O)CN(c2ccccc2)S(=O)(=O)N(C)C)c1,1,3,0.2,3,-5,1,-8,i,2
O=C(O)c1cccc(N/N=C/c2cccs2)c1,5,-2,2.5,8,2,-14,-4,i,0
Cc1cc(C)cc(N(CC(=O)NC2CCCC2)S(=O)(=O)c2c(C)[nH]c(=O)[nH]c2=O)c1,-10,-2,1.0,5,0,-7,-9,i,-4
COc1ccccc1N1C(=O)c2ccccc2NC1c1cc(OC)c(OC)c(OC)c1 (centres undefined),14,-2,-0.1,4,-3,-3,-2,x,2
Cc1ccc(S(=O)(=O)Nc2ccc(N3CCOCC3)cc2)cc1C,10,3,1.6,-5,-6,2,-8,i,-1
CC(NC(=O)/C(C#N)=C/c1ccco1)c1ccccc1 (centres undefined),-1,-9,4.5,9,4,-4,-5,i,-1
# The list continues.
SMILES,SKN-1 inh,MT1-MMP act inh,MsrA inhibitor,NRP1-CendR mod,E coli Lon inh,FAS-TE inh,MsrA act,Neddyl block,Rin1 Abl inh
COc1ccc(C(=O)Nc2cccc(NC(=O)c3ccc(OC)cc3OC)n2)c(OC)c1,3,4,0.9,0,-3,6,-6,i,2
COc1cc(N)c(Cl)cc1C(=O)OCC(=O)Nc1cccnc1Cl,16,1,-0.1,-6,-5,-3,-2,i,1
CC1CCc2c(sc(NC(=O)/C=C/c3cccs3)c2C(=O)O)C1 (centres undefined),5,-4,2.7,-4,0,5,-4,i,0
CC1=Nc2ccccc2N=C(NC(=O)CSC(=S)N2CCN(C)CC2)C1c1ccccc1 (centres undefined),-12,0,1.8,0,3,-2,-2,i,1
CC1CCc2nc3ccccc3c(C(=O)OCC(=O)NC3CCS(=O)(=O)C3)c2C1 (centres undefined),8,-2,0.6,-11,0,-4,-3,i,-2
Clc1ccc(-c2csc(NNC3=NCCCCC3)n2)cc1,29,11,-1.2,7,-1,-6,-5,i,0
CC1(C)Cc2c(C#N)c(SCCC#N)nc(N3CCOCC3)c2CO1,-11,-4,0.1,-4,-2,25,5,i,1
CCCN(CCC)C(=O)C1CCCN(S(=O)(=O)c2ccc3c(c2)oc(=O)n3C)C1 (centres undefined),10,-1,0.0,8,-4,-5,-2,i,0
CC(C(=O)N1CCOCC1)N1C(=O)C2C3C=CC(C4CC34)C2C1=O (centres undefined),-1,-1,1.1,8,4,-4,-2,i,-2
Cc1ccc(C2(C)NC(=O)N(CC(=O)NC(=O)NCCC(C)C)C2=O)cc1 (centres undefined),-1,0,-1.7,-6,-11,0,-4,i,2
COc1ccccc1OCC(=O)OC/C(O)=C(\C#N)c1nc2ccccc2[nH]1,-2,0,-0.8,-35,-10,-9,-3,i,-2
CCCCC(=O)Nc1ccc(C(N)=O)cc1,14,-3,0.0,-5,0,-4,-4,i,1
COC(=O)c1ccc2nc(-c3ccc(C#N)cc3)c(Cc3ccsc3)n2c1,6,-3,0.1,-16,-2,15,2,x,x
Cc1cc(NC(=O)C(C)SCC(=O)OCc2ccc(Cl)cc2Cl)no1 (centres undefined),5,2,-0.6,-10,-4,9,0,i,0
CN(NC(=O)COc1ccccc1)C1=NS(=O)(=O)c2ccccc21,-1,-5,-2.4,1,0,-6,-6,i,3
COC(=O)C1CCN(c2cc(Cl)nc(N)n2)CC1,6,2,-0.6,-8,-12,-6,0,i,0
O=C(c1ccc(COc2ccccc2)o1)N1CCN(S(=O)(=O)c2ccccc2Cl)CC1,9,-5,0.6,9,-7,29,-3,i,3
CCCOc1ccc(NC(=O)CNC(=O)c2cc(OC)cc(OC)c2)cc1OCCC,-2,4,0.2,2,-2,2,-1,i,3
Nc1c(-c2cccc(Cl)c2)cnn1-c1cccc([N+](=O)[O-])c1,8,2,0.7,-4,-2,52*,-1,i,4
Cc1ccc(CN2CCN(/N=C/c3cc(Br)ccc3F)CC2)cc1,9,-1,-1.2,5,1,23,4,i,-1
CCOC(=O)c1sc2nc(C)nc(Nc3ccc(OC)c(OC)c3)c2c1C,2,4,-0.4,6,0,5,-3,i,3
COc1ccc(C(=O)Nc2ccc([N+](=O)[O-])cn2)c(OC)c1,5,1,-0.4,-4,1,-4,-3,i,-2
CN(c1ccc(Cl)cc1)S(=O)(=O)c1nnc(NC(=O)c2ccco2)s1,9,3,4.0,-14,-16,-1,-6,i,0
COc1cc(-c2nnc(NC(=O)CCS(=O)(=O)c3ccc(F)cc3)o2)cc(OC)c1OC,5,2,0.3,-5,-2,-6,-3,i,0

# Arranged by molar mass (lowest first): 5 of the compounds above
SMILES,SKN-1 inh,MT1-MMP act inh,MsrA inhibitor,NRP1-CendR mod,E coli Lon inh,FAS-TE inh,MsrA act,Neddyl block,Rin1 Abl inh
CC(C)(C)C(=O)Nc1sc2c(c1C#N)CCC2,4,0,5.9*,-7,-7,-5,-4,i,2
COc1ccc(C(=O)Nc2ccc([N+](=O)[O-])cn2)c(OC)c1,5,1,-0.4,-4,1,-4,-3,i,-2
COc1ccc(C(=O)Nc2cccc(NC(=O)c3ccc(OC)cc3OC)n2)c(OC)c1,3,4,0.9,0,-3,6,-6,i,2
O=C(c1ccc(COc2ccccc2)o1)N1CCN(S(=O)(=O)c2ccccc2Cl)CC1,9,-5,0.6,9,-7,29,-3,i,3
COc1cc(-c2nnc(NC(=O)CCS(=O)(=O)c3ccc(F)cc3)o2)cc(OC)c1OC,5,2,0.3,-5,-2,-6,-3,i,0
